# Screening results from PubChem.
# MEKK2 mut-MEK5: signal of MEK5 binding to mutant human MEKK2 PB1 domain; AID 1530; percent response, % at 10 µM; bead flow cytometry, Alexa488-MEK5 binding to MEKK2 mutant; hit rate 0.35% among 290,000; in the data active = percent response above about 24%, passing the limit was not always enough; also: inactives centre near 1; some results filed as inactive read as strong as hits; reference of the scale not given here
# FID counter: counter-screen for HCV NS3 helicase inhibitors: DNA intercalator displacement. DNA fluorescent intercalator displacement, fluorescence. inhibition, % at 7.9 µM. hit rate 0.17% among 290,000; in the data active = inhibition above about 37%;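 also: 0% = vehicle and 100% = reference compound; higher means more ethidium bromide displaced from hairpin DNA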
# GalR3 antag: blocks the human galanin receptor 3; O60755; HEK293 GalR3-CNG cAMP membrane potential fluorescence; galR3 body fused to GalR1 C-terminus; inhibition, % at 3 µM; hit rate 0.44% among 360,000;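 active = inhibition above the screen-wide average plus 3 SD, cut at about 13% in these data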;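 also: forskolin and galanin both at EC90 stimulate the cells; cAMP rise reported by CNG channel membrane potential dye signal; 0% = forskolin plus galanin with DMSO and 100% = forskolin alone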
# Target sequence (O60755 1-299 limits assumed): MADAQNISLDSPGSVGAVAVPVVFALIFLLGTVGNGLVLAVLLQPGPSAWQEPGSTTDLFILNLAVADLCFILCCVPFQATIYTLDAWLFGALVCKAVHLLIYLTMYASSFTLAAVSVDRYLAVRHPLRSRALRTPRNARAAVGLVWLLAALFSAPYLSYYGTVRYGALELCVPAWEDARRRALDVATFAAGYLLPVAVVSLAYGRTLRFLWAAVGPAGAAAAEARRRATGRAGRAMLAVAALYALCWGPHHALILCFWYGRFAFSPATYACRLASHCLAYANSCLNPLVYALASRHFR
# UBC9 SUMO inh: inhibitors of human SUMOylation (UBC9); P63279; HTRF SUMOylation assay, SAE1/SAE2 + UBC9, in vitro; inhibition, % at 35 µM; hit rate 0.36% among 290,000; in the data active = inhibition above about 50%, passing the limit was not always enough; also: strong numbers were not always called active
# Target sequence (P63279 whole entry, looked up): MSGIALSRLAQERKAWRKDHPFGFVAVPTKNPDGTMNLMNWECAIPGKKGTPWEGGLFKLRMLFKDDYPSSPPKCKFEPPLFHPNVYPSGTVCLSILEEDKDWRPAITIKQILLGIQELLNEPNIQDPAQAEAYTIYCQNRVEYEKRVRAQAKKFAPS
# MEKK2 WT-MEK5: raises or lowers MEK5 binding to wildtype human MEKK2 PB1 domain | hit rate 1.1% among 290,000 | bead flow cytometry, Alexa488-MEK5 binding to MEKK2 WT; actives lie on both sides | AID 1531 | binding response (% of control), % at 10 µM; in the data active = binding response below about 67% or above about 130%
# HCV NS3 hel inh: HCV NS3 helicase inhibition; hit rate 0.56% among 290,000; NS3 helicase DNA unwinding, Cy5 molecular beacon fluorescence; AID 1800; inhibition, % at 10.9 µM;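 active = inhibition above the mean of all tested compounds plus 3 SD, set per campaign, cut at about 35% in these data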;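 also: 0% = DMSO wells and 100% = thioflavine S control wells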
#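 Assay system: hepatitis C virus NS3 helicase domain fragment enzyme. Also added: annealed dual-labelled DNA beacon duplex, ATP-started. Timing: 1 h reaction at 25 °C, ATP-initiated. Technique: Cy5 fluorescence at 0 and 60 min, beacon hairpin quenching. Evaluation: % inhibition of unwinding. Replication: one well per compound.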
# CRFR2-BP ag: agonists of human CRF-binding protein/CRF-R2 receptor complex; HEK293 CRF-R2/CRF-BP, calcium dye fluorescence (FLIPR); percent of saturating CRF peptide response; activation, % at 13.2 µM; hit rate 0.46% among 350,000;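 active = activation of at least 50%, plus an integration ratio under a set limit after plate pattern correction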;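 also: plate controls were neutral control wells without compound for no effect and CRF at EC100 for full effect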
# CRFBP-R2 block: blocks CRF-induced signaling of the CRF-BP/CRF-R2 complex | inhibition, % at 11.8 µM | hit rate 0.59% among 350,000 | AID 588475 | HEK293 CRF-R2/CRF-BP, CRF-induced calcium fluorescence;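 active = inhibition of the ligand-induced calcium signal above about 50% at the single tested concentration, limit read from the data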
# MEKK3 PB1 HTS: modulators (inhibitors or enhancers) of MEK5 binding to human MEKK3 PB1 domain | Q99759 | bead-based flow cytometry, Alexa488-MEK5 binding to MEKK3; actives lie on both sides; 0 = blocked by unlabeled MEK5, 100 = vehicle | binding response (% of control), % at 10 µM | hit rate 1.4% among 290,000 | AID 1529;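 active = binding response more than 3 SD above or below the average of its plate-row segment, actives on both sides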;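 also: Alexa488 bead fluorescence after subtracting the streptavidin-only scavenger bead signal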
# Target sequence (Q99759 whole entry, looked up, the tested form may be a part): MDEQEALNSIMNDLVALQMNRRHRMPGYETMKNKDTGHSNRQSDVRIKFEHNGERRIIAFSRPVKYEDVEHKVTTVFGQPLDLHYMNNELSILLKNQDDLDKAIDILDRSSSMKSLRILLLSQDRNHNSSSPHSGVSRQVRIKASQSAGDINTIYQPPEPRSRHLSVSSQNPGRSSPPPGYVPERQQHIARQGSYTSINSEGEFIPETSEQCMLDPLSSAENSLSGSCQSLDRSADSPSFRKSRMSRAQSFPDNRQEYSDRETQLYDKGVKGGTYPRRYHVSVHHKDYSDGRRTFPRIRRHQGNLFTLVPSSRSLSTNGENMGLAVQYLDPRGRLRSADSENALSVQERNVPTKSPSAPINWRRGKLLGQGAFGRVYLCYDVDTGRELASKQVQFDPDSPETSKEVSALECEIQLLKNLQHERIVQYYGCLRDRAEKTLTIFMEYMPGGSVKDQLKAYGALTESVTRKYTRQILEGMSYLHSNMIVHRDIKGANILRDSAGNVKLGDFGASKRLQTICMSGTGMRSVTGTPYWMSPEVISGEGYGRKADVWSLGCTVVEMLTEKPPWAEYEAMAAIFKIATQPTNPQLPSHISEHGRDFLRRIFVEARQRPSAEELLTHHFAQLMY
# An asterisk follows results filed as active; / = not tested or not shown; & = joins results of further samples. Not all compounds are listed, so the mix of outcomes need not match the whole.
SMILES,MEKK2 mut-MEK5,FID counter,GalR3 antag,UBC9 SUMO inh,MEKK2 WT-MEK5,HCV NS3 hel inh,CRFR2-BP ag,CRFBP-R2 block,MEKK3 PB1 HTS
O=C(Cc1ccc(Cl)cc1)Nc1ccc(SC(F)F)cc1,-1,5,0,-14,119,0,-1.4,-34,103
COC(=O)c1[nH]c2cc(OC)ccc2c1NC(=O)c1ccc2c(c1)OCO2,2,-1,-6,32,108,-15,-2.3,0,105
Cc1ccc(NC(=O)c2cccc(S(=O)(=O)N3CCCCC3)c2)cc1,-4,-20,-8,4,92,-9,1.7,-9,98
CC(C)COP(=O)(c1ccc(N(C)C)cc1)C(O)c1ccncc1 (centres undefined),-3,-8,-5,28,92,3,2.6,-7,99
COc1ccc2c(c1)OC1(C)CC2C(C(=O)c2ccccc2OC)C(=O)N1 (centres undefined),-3,-19,2,12,100,-3,2.3,8,113
O=C(CSc1nnc(NC(=O)C2CCC2)s1)Nc1ccc(N2CCOCC2)cc1,-1,-5,-4,16,99,-3,-0.4,-18,96
COCCNC(=O)CCc1nnc(Cc2ccc(-c3ccccc3)cc2)o1,-2,-19,9,16,96,-9,-0.7,16,96
CC(C)c1ccc(NC2CCCN(C(=O)CCN3CCCC3=O)C2)cc1 (centres undefined),-1,-30,5,7,100,-2,-1.2,2,98
C[C@@H]1CN(CCCn2c3ccccc3c3ccccc32)C[C@H](C)N1,6&10,23,/,7,131&110,-43,/,/,106&100
CCNC(=O)CSc1nnc(-c2cccc(S(=O)(=O)N(CC)CC)c2)n1CCc1ccccc1,0,-34,-7,26,101,1,-1.6,-1,101
COc1cccc(-c2nc(C(=O)NCCCN3CCOCC3)cc3c2[nH]c2ccccc23)c1,9,22,-9,12,127,-121,-1.8,0,103
COc1ccc(NC(C)=O)cc1CNC(=O)CN1CCOCC1,3,-6,-8,-5,105,-5,0.1,8,101
COc1cc(NC(=O)C23CC4CC(C2)CC(n2cnc([N+](=O)[O-])n2)(C4)C3)cc(OC)c1,-1,-6,1,3,95,-1,3.5,1,60
CCOC(=O)c1[nH]c2cc(OC)c(OC)cc2c1NC(=O)C(C)N1CCN(Cc2ccccc2)CC1 (centres undefined),3,1,7,18,115,3,-2.8,12,105
O=C(NC(Cc1ccccc1)C(=O)O)/C(=C/c1ccccc1)NC(=O)c1cccc(Br)c1 (centres undefined),-1,-44,-1,14,103,3,-1.4,8,97
CCc1nnc(NC(=O)CCN2C(=O)C3CCCCC3C2=O)s1 (centres undefined),4,-6,-1,5,100,3,0.3,-14,98
O=C1N=C(N2C=CC(=C3C=CNC=C3)C=C2)/C(=C/N=NC(=O)c2ccccc2)S1,-4,0,-10,-27,97,2,0.8,-3,99
Cc1cc(S(=O)(=O)N2CCCOC2CNC(=O)C(=O)NCCCN2CCOCC2)ccc1F (centres undefined),4,-3,-2,13,109,-9,-1.2,3,101
C=CCn1c(SCC(=O)Nc2ccccc2C)nc2sc(C)c(C)c2c1=O,1,-6,1,5,107,-4,0.5,19,94
NC(=O)CSc1nnc(Cn2c(=O)sc3ccccc32)n1-c1ccccc1,4,-3,1,-6,99,-1,2.4,15,103
O=S(=O)(c1ccc2nc(N3CCN(c4ccccc4)CC3)ccc2c1)N1CCCCC1,1,-4,5,14,101,1,1.0,0,99
Cc1ccc(CNC(=O)c2cn(C)c(=O)c3c2c2ccccc2n3C)o1,-8,2,-4,20,91,3,-0.6,3,96
C/C=N/NC(=O)c1cc(Br)ccc1O,15,0,-9,-4,105,14,4.1,-22,102
C[C@H](NC(=O)c1nc[nH]c1C(=O)N1CCN(c2ccccc2)CC1)C(=O)OCc1ccccc1,7,-45,-1,-12,106,-2,-0.7,-5,101
N=C1C(c2ccccc2)=C(O)CN1NC(=O)c1ccccc1,-15,-1,-4,3,79,8,-2.0,3,98
COc1ccc2c(CCNC(=O)c3ccco3)c[nH]c2c1,/,-1,-3,18,/,7,2.1,3,/
CC(NC(=O)c1cccs1)C(=O)NC1=NCCS1 (centres undefined),5,2,-7,20,103,5,-0.2,2,99
Cc1ccc(N(C(=O)c2sc(C)nc2C)C(C(=O)NCc2ccco2)c2ccccc2)cc1 (centres undefined),1,-15,-1,1,96,0,1.8,-3,97
Cc1cc(C)n(C(=O)CCCC(=O)n2nc(C)cc2C)n1,-2,-3,-3,15,96,3,-0.7,5,95
COc1ccc(CN(C(=O)c2oc3cc(C)c(C)cc3c2C)C2CCS(=O)(=O)C2)cc1OC (centres undefined),4,-51,5,-5,103,-13,-2.2,16,105
CC1(C)S[C@@H]2[C@H](NC(=O)[C@H](N)c3ccc(O)cc3)C(=O)N2[C@H]1C(=O)O,4,-3,-4,-15,100,-1,0.8,-4,113
COc1cccc(/C=N/NC(=O)c2c(C)nc3ccc(Br)cn23)c1,1,-4,-5,3,98,-3,-1.6,-1,105
CN1CCC(N2CCCC(C(=O)O)C2)CC1 (centres undefined),-3,1,-2,11,95,-5,-0.1,36,96
O=C(NCC1CCCO1)c1cccc(NC(=O)c2ccccc2)c1 (centres undefined),4,-9,1,8,108,15,-0.9,1,101
Cc1ccc(OCCCCN2CCC(C)CC2)cc1,2,3,/,-5,108,-24,-0.2,9,103
COc1cccc(C(=O)Nc2ccc(NC(=O)c3cc4ccccc4o3)c(OC)c2)c1,3,-17,-7,33,107,4,-1.3,4,104
Cc1ccc(S(=O)(=O)N2CCCC(N3CCOCC3)C2)cc1Cl (centres undefined),5,-11,-2,0,114,0,-1.5,7,108
c1ccc(-c2csc3nnc(SCc4ccc5c(c4)OCO5)n23)cc1,-1,-25,0,-6,93,8,-4.6,10,92
COc1ccc(C(=O)N/C(=C\c2cn(C)c3ccccc23)C(=O)OCC(C)C)cc1,0,-7,0,-2,89,3,0.5,4,97
COc1cccc(NC(=O)CN2CCN(CC(=O)Nc3ccc(F)cc3)CC2)c1,1,-6,-1,4,102,-12,-0.1,4,99
Cc1ccc(S(=O)(=O)N/N=C/c2cc(Br)ccc2O)cc1,-8,-10,2,16,94,20,-1.2,17,95
Cc1cc(C)nc(N/C(=N\S(=O)(=O)Cc2ccccc2)Nc2cccc(Cl)c2C)n1,2,3,-5,21,101,-7,1.3,22,105
CCCC1=C(C(=O)OCC)C(c2c(C)nn(-c3ccccc3)c2Cl)C(C#N)=C(N)O1 (centres undefined),5,-37,-1,19,98,1,5.4,-12,102
COc1ccc(C)cc1S(=O)(=O)n1cnc2ccccc21,2,-4,-5,-3,97,-5,-2.6,1,101
CC(C)CC1COC(=O)N1 (centres undefined),-7,-3,-5,5,95,-12,-0.2,5,96

# 4 compounds already listed, sorted by molar mass, rising:
SMILES,MEKK2 mut-MEK5,FID counter,GalR3 antag,UBC9 SUMO inh,MEKK2 WT-MEK5,HCV NS3 hel inh,CRFR2-BP ag,CRFBP-R2 block,MEKK3 PB1 HTS
C[C@@H]1CN(CCCn2c3ccccc3c3ccccc32)C[C@H](C)N1,6&10,23,/,7,131&110,-43,/,/,106&100
O=C(NCC1CCCO1)c1cccc(NC(=O)c2ccccc2)c1 (centres undefined),4,-9,1,8,108,15,-0.9,1,101
CCCC1=C(C(=O)OCC)C(c2c(C)nn(-c3ccccc3)c2Cl)C(C#N)=C(N)O1 (centres undefined),5,-37,-1,19,98,1,5.4,-12,102
CCNC(=O)CSc1nnc(-c2cccc(S(=O)(=O)N(CC)CC)c2)n1CCc1ccccc1,0,-34,-7,26,101,1,-1.6,-1,101

# The list goes on.
SMILES,MEKK2 mut-MEK5,FID counter,GalR3 antag,UBC9 SUMO inh,MEKK2 WT-MEK5,HCV NS3 hel inh,CRFR2-BP ag,CRFBP-R2 block,MEKK3 PB1 HTS
CCCCNC(=O)C1CC(=O)N(CCC(C)C)C1 (centres undefined),2,-2,-3,11,105,9,1.2,1,105
Cc1ccc(S(=O)(=O)N2CCC(NC(=O)c3ccccc3)CC2)cc1,-3,-6,-5,31,92,-2,-2.7,2,100
CCOCCCNC(=S)N1CCCN(c2nc3cc(C)c(C)cc3cc2C#N)CC1,-12,0,-1,23,84,-4,1.5,-7,98
CCCCCC1CC(=O)N(Cc2ccccc2)C(=O)N1 (centres undefined),-1,-13,0,12,98,7,-0.8,1,100
CSc1ccccc1-c1nnc(-c2ccc(Cl)cc2)o1,2,-3,5,-4,101,1,-0.3,7,103
Cn1c(N)c(C(=O)COC(=O)[C@H](Cc2ccccc2)N2C(=O)c3ccccc3C2=O)c(=O)n(C)c1=O,0,-12,7,-3,104,-2,-0.6,2,124
O=C(NC1CCc2ccccc21)c1cc(COc2ccc(F)cc2Cl)on1 (centres undefined),-8,1,-1,12,92,-5,0.5,8,96
CCCN(CC1CC1)C(=O)CSc1nnc(-c2cc(-c3cccs3)nc3ccccc23)o1,4,-2,0,7,94,3,1.0,-4,96
CC1(C)C(Cl)C(=O)C(C(=O)c2ccccc2)C(=O)C1Cl (centres undefined),1,7,-3,2,103,14,-0.6,9,100
N#Cc1c(Nc2ccccc2Cl)s[nH]c1=O,-8,-3,-7,-4,94,18,-1.5,18,94
CCCc1ncc(C(O)c2cccc3ccccc23)n1C (centres undefined),3,5,0,2,102,3,1.7,-10,103
CCc1ccc(/C=N/n2c(COc3ccccc3)n[nH]c2=S)cc1,-1,-29,-5,-30,102,13,-0.4,-4,108
Cn1c(=O)oc2cc(S(=O)(=O)NCCN3CCN(c4ccccc4)CC3)ccc21,10,5,/,5,106,0,-1.0,8,107
CN(/N=C/Cc1nnnn1-c1ccc(Cl)cc1)c1ccccc1,11,-8,2,7,98,0,-4.1,-2,100
O=C(CCc1ccccc1)NC(=S)Nc1ccccc1[N+](=O)[O-],-5,2,-2,-12,98,-2,0.3,-1,102
Cc1ccc(N(CC(=O)NCc2ccccc2)S(=O)(=O)c2c(C)noc2C)cc1,5,-38,1,9,104,3,-2.6,-5,99
CC(CCc1ccco1)NC(=O)Nc1cccc(F)c1 (centres undefined),3,0,-2,-6,100,7,-2.6,15,102
O=C1CC(N2CCN(c3ccc(F)cc3)CC2)C(=O)N1c1ccccc1 (centres undefined),-1,-8,8,9,101,-13,-0.1,10,100
O=C(CN=C1NS(=O)(=O)c2ccccc21)OCC(=O)c1ccccc1,-6,2,-4,3,95,18,-0.2,11,95
Cc1ccc(C(=O)CSc2cc(C)nc(SCC(=O)c3ccccc3)n2)cc1,4,-4,-3,-3,100,6,1.3,4,106
N#Cc1c(Cl)cccc1-n1ccnc1,8,-4,-6,22,106,13,-0.4,32,106
COc1ccccc1NC(=O)c1cc2ccccc2nc1C,/,-2,-2,-2,/,-2,-0.3,-3,/
CC(C)c1ccc(CN(C(=O)c2ccco2)C2CCS(=O)(=O)C2)cc1 (centres undefined),-2,-28,-10,6,99,2,0.0,10,98
CCOC(=O)c1cc2c(nc1NC(=S)Nc1ccccc1)CC(C)(CC)OC2 (centres undefined),0,-19,0,1,104,2,-1.0,-1,128*
COc1ccc(CC(=O)Nc2c3c(nn2C(C)(C)C)CS(=O)(=O)C3)cc1OC,8,-10,0,9,107,15,1.1,-5,102
Cc1ccc(N(CC(=O)Nc2cc(C)cc(C)c2)S(=O)(=O)c2cccc3nonc23)cc1,0,-1,-4,-21,101,-3,-0.3,43,102
Cc1ccc(-c2csc(N=C(N)N)n2)cc1,8,9,-1,12,113,-13,-0.7,0,102
COc1ccc(/C=C/C(=O)c2ccccc2)c(OC)c1,3,-4,-9,4,115,-2,1.8,12,126
